Screens deposited in PubChem BioAssay by National Center for Advancing Translational Sciences (NCATS).
CCT chaperon mod: cytosolic chaperonin activity modulation; activity change, % (concentration not given with the values), hits read low; AID 651819; 0.3% of 360,000 active; purified chaperonin ATPase assay, HTRF ADP detection, 30 min; in the data active means activity change below about -30%; further: on the % scale 0 is the no-effect control and ±100 the full control effect
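TRiC at 40 or 20 nM final (batch-dependent) in 30 mM Tris pH 7.4, 100 mM KCl, 5 mM MgCl2, 1 mM DTT, with compound at single 76 uM and 10 uM ATP, 30 min at 37 deg C. ADP detected by HTRF Transcreener, 665/615 ratio.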
Nrf2 block: blocks Nrf2 signaling | A549 ARE-Fluc reporter, luciferase luminescence, 18-24 h | AID 504444 | 2.1% of 360,000 active | Potency, µM (top dose mostly 46 µM), inactives show at the highest dose activity change, negative = inhibition, most hits filed as inhibitors; further: potency means the concentration at half of the fitted maximal effect; on the % scale 0 is the no-effect control and ±100 the full control effect; nearly all actives have a fitted effect of over 60% in size
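A549 ARE_Fluc cells, 5000/well, 5% FBS OPTI-MEM; compounds in dose-response, 18-24 h at 37 °C/5% CO2; CellTiter-Fluor viability read (Ex 405/Em 525), then BugLite luciferase luminescence = Nrf2 activity.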
EPAC2 ag: activates human EPAC2 exchange factor | EPAC2 activation, biochemical qHTS; response scale: 100% = 6.5 mM cAMP response | Q8WZA2 | Potency, µM (titrated, usually from 154 µM), without a hit: top-dose activation, actives largely listed as activators | 0.079% of 360,000 active; further: potency means the concentration at half of the fitted maximal effect; nearly all actives have a fitted effect of over 50% in size
Target sequence (Q8WZA2 whole entry, looked up): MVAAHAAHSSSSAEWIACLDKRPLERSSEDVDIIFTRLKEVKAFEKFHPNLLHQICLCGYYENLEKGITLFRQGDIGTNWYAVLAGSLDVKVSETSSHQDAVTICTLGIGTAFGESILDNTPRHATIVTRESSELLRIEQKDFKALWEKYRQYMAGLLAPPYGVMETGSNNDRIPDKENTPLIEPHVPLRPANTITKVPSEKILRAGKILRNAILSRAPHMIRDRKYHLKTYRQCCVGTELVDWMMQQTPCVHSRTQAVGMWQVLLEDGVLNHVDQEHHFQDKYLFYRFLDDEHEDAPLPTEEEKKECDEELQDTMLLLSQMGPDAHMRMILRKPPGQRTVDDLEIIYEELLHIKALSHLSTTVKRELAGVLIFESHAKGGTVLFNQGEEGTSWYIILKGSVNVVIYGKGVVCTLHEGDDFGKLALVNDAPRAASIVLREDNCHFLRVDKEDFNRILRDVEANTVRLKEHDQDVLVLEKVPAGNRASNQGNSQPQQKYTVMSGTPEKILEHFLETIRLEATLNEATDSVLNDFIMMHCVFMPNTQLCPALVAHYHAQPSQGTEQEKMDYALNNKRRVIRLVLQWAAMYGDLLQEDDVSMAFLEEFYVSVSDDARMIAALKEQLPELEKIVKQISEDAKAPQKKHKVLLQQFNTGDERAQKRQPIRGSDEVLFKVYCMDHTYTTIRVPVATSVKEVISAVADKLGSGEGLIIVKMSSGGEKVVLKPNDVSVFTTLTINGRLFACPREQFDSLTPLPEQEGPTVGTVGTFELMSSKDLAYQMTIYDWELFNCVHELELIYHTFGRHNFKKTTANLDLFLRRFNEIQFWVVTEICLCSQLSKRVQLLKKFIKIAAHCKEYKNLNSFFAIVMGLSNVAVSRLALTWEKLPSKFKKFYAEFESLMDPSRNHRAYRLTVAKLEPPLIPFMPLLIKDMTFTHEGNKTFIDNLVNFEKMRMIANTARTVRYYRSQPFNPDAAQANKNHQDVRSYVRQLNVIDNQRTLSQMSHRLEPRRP
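In this primary screen, activation is scored as increased exchange of BODIPY-GDP from Rap1B by 100 nM EPAC2, with 50 uM GDP as competitor. Signal is normalized to the 6.5 mM cAMP agonist control.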
A549 tox: kills or reduces viability of A549 cells in Nrf2 counter-screen. A549 ARE-Fluc cells, CellTiter-Fluor viability, 18-24 h. Potency, µM (titrated, usually from 46 µM), without a hit: at the top dose activity change, negative = cytotoxicity, actives largely listed as inhibitors. 0.16% of 390,000 active; further: potency means the concentration at half of the fitted maximal effect; on the % scale 0 is the no-effect control and ±100 the full control effect
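A549 ARE_Fluc cells in 5% FBS OPTI-MEM were exposed to compounds in concentration-response for 18-24 h at 37 deg C. Viability was read by CellTiter-Fluor fluorescence (Ex 405/Em 525) after 30 min, before the luciferase read.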
EPAC2 antagonist: antagonists of human EPAC2. 0.18% of 360,000 active. Potency, µM (top dose mostly 114 µM), for the others: top-dose activity, negative = inhibition, most hits filed as inhibitors. AID 720708. Q8WZA2. EPAC2 GEF exchange of Rap1B-BODIPY-GDP, fluorescence; further: potency means the concentration at half of the fitted maximal effect; on the % scale 0 is the no-effect control and ±100 the full control effect; nearly all actives have a fitted effect of over 45% in size; many of its hits are not listed in these tables
TGFb inhibitor: TGF-b pathway inhibition; Potency, µM (titrated, usually from 46.1 µM), for inactives: top-dose activity, negative = inhibition, actives largely listed as inhibitors; 1.2% of 410,000 active; HepG2 CAGA-GFP TGF-b/SMAD3 reporter, GFP fluorescence, 18 h; TGF-beta stimulated, 500 pg/mL final; further: potency means the concentration at half of the fitted maximal effect; on the % scale 0 is the no-effect control and ±100 the full control effect; nearly all actives have a fitted effect of over 65% in size
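HEPG2 CAGA-GFP cells (1000/well, DMEM with 1% FBS) were pre-incubated 2 h at 37 degrees C, given compound by pin tool, then stimulated with TGF-beta at 500 pg/mL final for 18 h before per-cell GFP fluorescence imaging.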
pAkt inh: blocks phosphorylation of Akt; Neuro2A IGF-stimulated pAkt S473 HTRF, 20 min; hits give low values; 0.32% of 360,000 active; activity change, % for hits at 50 µM; in the data active means activity change below about -80%; inconclusive means mostly about -51% to -80%; further: on the % scale 0 is the no-effect control and ±100 the full control effect
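Single-point screen (50 µM final compound) in Neuro2A cells stimulated 20 min with 6 nM IGF at 37 deg C. After lysis, Ser473-phosphorylated Akt read by HTRF (ex 330 nm, em 615/665 nm) as the 665/615 ratio.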
Nrf2 ARE act: Nrf2 pathway activation | AREc32 ARE-luciferase reporter (MCF7-derived line), luminescence, 24 h | Potency, µM (titrated, usually from 46.1 µM), for inactives: top-dose activation, usual class: activators | 0.31% of 410,000 active; further: potency means the concentration at half of the fitted maximal effect; % of control where 0% means no effect; nearly all actives have a fitted effect of over 65% in size
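Each well held 1000 AREc32 cells, which were incubated with compound for 24 hr at 37 deg C after overnight attachment, and ARE reporter activity was quantified by firefly luciferase luminescence.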
MmCpn inh: M. maripaludis TRiC chaperonin inhibition | purified Mm-Cpn ATPase, ADP Transcreener TR-FRET | Potency, µM (doses to about 76.9 µM), for the others: at the top dose activity, negative = inhibition, hits mostly inhibitors | 0.031% of 330,000 active; further: potency means the concentration at half of the fitted maximal effect; on the % scale 0 is the no-effect control and ±100 the full control effect; nearly all actives have a fitted effect of over 80% in size
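ATP (10 uM final) was added to archaeal chaperonin (25 nM final) after 10 min exposure to test compound at 37°C; after 30 min further incubation, ADP was detected by competitive TR-FRET.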
The depositor's hits bear a star; i = inactive; ? = inconclusive; / = no result given; & = joins results of further samples; [ ] = another dose, or the depositor's remark. Unless noted, the call rests on the fitted dose curve; in most records, active means well fitted curve in the direction sought with a large enough effect; inconclusive means small, poorly fitted or top-dose-only effect, or another doubt; inactive means no such curve, though single readings can be large; an effect the other way counts as inactive or inconclusive. An excerpt. The share of hits here may be higher or lower than overall.

Sequence of screens: CCT chaperon mod	Nrf2 block	EPAC2 ag	A549 tox	EPAC2 antagonist	TGFb inhibitor	pAkt inh	Nrf2 ARE act	MmCpn inh
- COc1ccc(CCNC(=O)/C=C/c2ccco2)cc1
 : -1.4	8%	1%	2%	-13%	6%	i	?	-1%
- CC1(C(=O)N(c2ccccc2)C(C(=O)NC2CCCC2)c2ccccn2)CC(=O)N=C2C=CC=CN21 (stereo not drawn)
 : 0.3	15%	-7%	1%	6%	-28%	i	-0.5%	-1%
- O=C(CSc1ccc(Cl)cc1)N1CCN(c2ccc([N+](=O)[O-])cc2Cl)CC1
 : -1.5	?	2%	-27%	-4%	-3%	i	0.1%	1%
- Cc1ccc(NC(=S)N/N=C/c2ccc([N+](=O)[O-])s2)cc1
 : -1.6	?	-5%	23µM*	-19%	?	i	-1.3%	2%
- CC(=O)N1N=C(N)SC1(C)C
 : 1.1	6%	-2%	-5%	12%	-6%	i	-0.6%	?
- CSc1ncc(Cl)c(C(=O)Nc2c(C(=O)c3ccc(C)cc3)oc3ccccc23)n1
 : /	5%	/	-2%	/	-9%	/	-0.5%	/
- CC(C)(C)NC(=O)C(c1ccc(F)cc1)N(CC1CCCO1)C(=O)c1csnn1 (stereo not drawn)
 : -1.3	3%	12%	-4%	3%	22%	i	-0.3%	-3%
- COc1ccc(CCOC(=O)c2ccc(NC(=O)CC#N)cc2)cc1
 : -3.5	-20%	14%	0%	-6%	-21%	i	0.0%	-7%
- CC(C)(C)C1CCc2onc(C(=O)Nc3ccc4c(c3)OCO4)c2C1 (stereo not drawn)
 : -1.9	?	-3%	-6%	-5%	-3%	i	0.0%	0%
- Cc1cc(Cl)c(C)c(S(=O)(=O)Oc2ccccc2NC(=O)CCC(=O)O)c1Cl
 : 1.6	?	3%	1%	-6%	6%	i	0.9%	1%
- CNC(=O)NCCN1CCCC1=O
 : 2.2	4%	28%	-8%	-9%[57.1 µM]	-3%	i	-0.1%	1%
- COc1cc2nc(NCCc3ccccc3)n3nc(-c4cccnc4)nc3c2cc1OC
 : /	13%	/	7%	/	-2%	/	-0.5%	/
- CN(c1ccc([N+](=O)[O-])cc1)c1cc2c(c3c1ccn3C)C1CCC2C1 (stereo not drawn)
 : -1.4	/	13%	/	-26%	-16%	i	-0.2%	/
- COc1cc(C)nc(OCCNC(=O)COc2ccc(Cl)cc2C)n1
 : -1.5	-20%	9%	-4%	10%	-11%	-109%*	-0.2%	1%
- C=C(C)CSc1nnc(-c2cc(OC)c(OC)c(OC)c2)n1N
 : -5.0	5%	9%	/	4%	3%	i	4.7%	1%
- O=c1c2ccccc2oc2c1oc1ccccc12
 : -1.4	?	7%	2%	-18%	-23%	i	?	-7%
- Cc1cccc(Oc2nc3c(c(=O)n(C)c(=O)n3C)n2C)c1
 : -0.9	3%&-19%	-1%	-1%&-1%	7%	2%&5%	i	0.5%&2.9%	1%
- CCCOC(c1ccccc1)(c1ccc(C(F)(F)F)cc1)C(Oc1nc(C)cc(C)n1)C(=O)O (stereo not drawn)
 : 0.4	3.3µM*	-9%	-28%	-2%	?	i	0.5%	-1%
- CC(C)CN1C(=O)C(=O)N(CC(=O)NC2CCCc3ccccc32)C1=O (stereo not drawn)
 : -2.3	9%	-6%	-5%	-4%	-4%	i	-0.7%	-4%
- O=C(COc1ccccc1)Nc1ccc(S(=O)(=O)N2CCCCCC2)cc1
 : 1.2	-13%	17%	2%	-5%[57.1 µM]	0%	i	-0.8%	0%

In the list so far, 3 contain a nitro group on carbon.
Sequence of screens: CCT chaperon mod	Nrf2 block	EPAC2 ag	A549 tox	EPAC2 antagonist	TGFb inhibitor	pAkt inh	Nrf2 ARE act	MmCpn inh
- O=C(CSc1ccc(Cl)cc1)N1CCN(c2ccc([N+](=O)[O-])cc2Cl)CC1
 : -1.5	?	2%	-27%	-4%	-3%	i	0.1%	1%
- Cc1ccc(NC(=S)N/N=C/c2ccc([N+](=O)[O-])s2)cc1
 : -1.6	?	-5%	23µM*	-19%	?	i	-1.3%	2%
- CN(c1ccc([N+](=O)[O-])cc1)c1cc2c(c3c1ccn3C)C1CCC2C1 (stereo not drawn)
 : -1.4	/	13%	/	-26%	-16%	i	-0.2%	/

(list continues)
Sequence of screens: CCT chaperon mod	Nrf2 block	EPAC2 ag	A549 tox	EPAC2 antagonist	TGFb inhibitor	pAkt inh	Nrf2 ARE act	MmCpn inh
- CCc1cn(C2CC(O)C(CO)O2)c(=O)[nH]c1=O (stereo not drawn)
 : -1.4	1%	7%	7%	2%	14%	i	-0.2%	1%
- C=CCOC(=O)CCP(=O)(CCC(=O)OCC=C)c1ccccc1
 : -0.5	/	4%	1%	-1%	1%	i	-0.3%	0%
- COc1ccc(Cn2ccnc2SCC(=O)Nc2nnc(C)s2)cc1
 : -1.3	-11%	1%	-4%&11%	-7%	32%&-7%[activator]	i	-0.1%&2.7%	2%
- COc1ccccc1NS(=O)(=O)c1ccc(OC)c([N+](=O)[O-])c1
 : -0.7	-13%	16%	7%	-16%	1%	i	0.3%	1%
- CCCCn1c2c(c3ccccc31)CCc1nonc1-2
 : 0.2	?	0%	12%	?	0%	i	-0.6%	0%
- Clc1ccc(CN2CCSCC2)c(Cl)c1
 : 1.5	2%	1%	1%	-1%	0%	i	-1.5%	-11%
- Cc1cccc(C)c1NC(=O)CNCC(=O)N(C)C
 : 0.6	-4%	1%	-16%	7%	7%	i	-0.4%	3%
- O=C(Nc1cccc(C(=O)N2CCOCC2)c1)NC1CCCCC1
 : -10	/	10%	3%	0%	-11%	i	1.6%	2%
- CC(C)c1cc(C(=O)N/N=C/c2cccnc2)cs1
 : -3.0	-12%	11%	2%	-3%	-9%	i	3.1%	-15%
- N#CC1CN(Cc2ccccc2)CN(Cc2ccccc2)C1
 : 0.1	7%	7%	4%	-6%	4%	i	5.9%	1%
- O=C1c2ccccc2C(=O)N1CCN1CCc2ccccc21
 : -1.7	?	10%	/	3%	16%	i	3.2%	-4%
- CC(OCCN(C)C)C(=O)C12CC3CC(CC(C3)C1)C2 (stereo not drawn)
 : -0.4	14%	13%	13%	12%	-15%	i	-0.1%	1%
- COc1cc(C(C)=O)ccc1OCC(O)CNCC(O)c1ccccc1 (stereo not drawn)
 : -16	5%	5%	0%	18%	-2%	i	-0.7%	-1%
- CCN(CC(=O)Nc1ccccc1C(F)(F)F)C(=O)c1ccc2c(c1)NC(=O)C(C)S2 (stereo not drawn)
 : 0.5	/	0%	/	17%	-3%	i	-1.7%	/
- COC(=O)c1ccc(Sc2ccccn2)c([N+](=O)[O-])c1
 : -1.5	-6%	-15%	5%	-5%	-17%	i	28%	-1%
- CCOCCCn1c(SCC(=O)Nc2ccccc2)nc2ccccc2c1=O
 : -5.2	-20%	6%	-4%	-3%	2%	i	-0.4%	-1%
- CC(C)CN1C(=O)C(NC(=O)C2CC2)(C(F)(F)F)C2=C1CC(C)(C)CC2=O (stereo not drawn)
 : 1.3	-10%	7%	-3%	-8%	-2%	i	-0.3%	2%
- Cc1cccc(Nc2nc(C)nc(N)c2S(=O)(=O)c2ccccc2)c1
 : /	-16%	/	-1%	/	1%	/	-0.9%	/
- CSc1nc(Oc2ccc(Cl)cc2)c2sccc2n1
 : 0.6	-13%	2%	-7%	9%	-2%	i	?	-8%
- CCc1nnc(NC(=O)c2oc3cc(C)c(C)cc3c2C)s1
 : 2.3	12%	8%	-2%	19%	0%	i	0.0%	0%
- O=C(NCc1ccccn1)c1cc(S(=O)(=O)N2CCCCC2)ccc1Cl
 : -1.3	-9%	12%	2%	-6%	?	i	-0.6%	1%
- Cc1ccc(Cl)cc1N1CCN(S(=O)(=O)c2c(C)[nH]c(C)c2C(=O)N2CCCC2)CC1
 : -4.5	-4%	1%	-8%	-5%	23%	i	-1.2%	1%
- COc1ccccc1N(CC(=O)N1CCCC1)S(=O)(=O)c1ccc(C)cc1
 : -4.4	4%	9%	1%	-3%	1%	i	0.2%	2%
- CCc1ccc(C(=O)NNC(=O)C2CC(=O)N(Cc3ccccc3)C2)cc1 (stereo not drawn)
 : -0.5	2%	11%	1%	3%	-13%	i	-0.2%	0%
- CCCS(=O)(=O)N1CC(=O)N(c2cccc(F)c2)C(C)(C(=O)NC2CCCCCC2)C1 (stereo not drawn)
 : /	25%	/	4%	/	0%	/	0.2%	/
- O=C(Nc1ccsn1)c1ccc(Cl)cc1Cl
 : 2.0	17%	2%	19%	-4%	0%	i	-0.9%	-7%
- CC(C)c1cc(C(=O)N2CCCC(Nc3ccc(F)cc3)C2)nc(N)n1 (stereo not drawn)
 : -0.6	-5%	-1%	-2%	-19%	7%	i	0.2%	4%
- CC1Cc2ccccc2N1C(=O)CSc1nnc(-c2cccc(Cl)c2)o1 (stereo not drawn)
 : /	23%	/	7%	/	-1%	/	7.4%	/
- COc1ccc(C)c2sc(N(CCN(C)C)C(=O)c3ccc(S(=O)(=O)N(C)c4ccccc4)cc3)nc12
 : 1.7	/	9%	/	-13%	0%	i	-1.2%	/
- O=C(COC(=O)/C=C/c1ccc2ccccc2n1)NNC(=O)c1ccccc1
 : -1.6	/	5%	/	12%	?	i	?	/
- Cc1ccc(-c2ccc(SCC(=O)Nc3ccc4c(c3)OCCO4)nn2)cc1
 : -0.1	17%	5%	0%	-2%	3.2µM*	i	1.8%	0%
- C=CCNC(=O)/C(C#N)=C/c1c(N2CCN(c3ccc(OC)cc3)CC2)nc2c(C)cccn2c1=O
 : 2.7	-28%	5%	-13%	-2%	?	i	5.7%	-26%
- CCC1Sc2ccccc2N(CC(=O)NC2CCCC2)C1=O (stereo not drawn)
 : 1.7	?	10%	-17%	-4%	-9%	i	1.7%	0%
- Cc1nc([N+](=O)[O-])c(Br)n1CC(=O)c1cccc([N+](=O)[O-])c1
 : -2.4	?	6%	?	3%	-28%	i	9.9%	-2%
- COc1ccc(CC(=O)NNS(=O)(=O)c2ccccc2)cc1OC
 : -0.1	7%	0%	4%	9%	17%	i	-0.9%	1%
